Bioassay records (PubChem)
Eya2 phos inh – qHTS Assay for Inhibitors of the Phosphatase Activity of Eya2; Potency, µM (series often up to 76.9 µM), without a hit: top-dose activity, negative = inhibition, hits mostly inhibitors; Protein phosphatase EYA2 (Homo sapiens), O00167; actives 0.006% (n = 330,000); recombinant Eya2, OMFP fluorescence dephosphorylation (OMFP is methylfluorescein phosphate); AID 488837, 2010; also: potency is read from the fitted curve at half-maximal effect; % is scaled to controls: 0 for no effect and ±100 for the full control effect
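Eya2 (0.2 uM) preincubated 10 min at ambient with compound, then OMFP substrate added at 50 uM; 10 min reaction in 50 mM HEPES pH 7.5, 50 mM NaCl, 5 uM MgCl2, 0.05% BSA, 1 mM DTT. Fluorescence read at Ex 485/Em 525 nm.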
BCR signal inh – qHTS Assay to Find Inhibitors of Chronic Active B-Cell Receptor Signaling. Potency, µM (doses to about 46.1 µM), inactives show top-dose ratio change, negative = lower green/red ratio, actives largely listed as inhibitors. ABC-DLBCL IkBa-CBG/CBR reporter, luminescence ratio, 4 h. actives 0.05% (n = 340,000); active = well fitted inhibition curve with a large enough effect in the signal ratio, with a control signal flat, not every such curve was filed as active; inconclusive = small, poorly fitted or top-dose-only effect, or effect the other way, or a change in a side signal; the % refers to the signal ratio;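 also: potency is read from the fitted curve at half-maximal effect; plate controls were basal doxycycline-induced cells for no effect and cells given 10 µM MG132 for full effect; MG132 reads +100%, hits lower the ratio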
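TMD8 human ABC-DLBCL cells with doxycycline-inducible IκBα–green luciferase fusion and unfused red luciferase, in 0.5% FBS medium; compounds up to 46 uM, 4 h at 37C. Green/red luminescence ratio, filter-overlap corrected, fitted to concentration-response curves.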
ELG1 repair inh – qHTS screen for small molecules that inhibit ELG1-dependent DNA repair in human embryonic kidney (HEK293T) cells expressing luciferase-tagged ELG1 | HEK293T ELG1-luciferase reporter, luminescence, 16 h; DNA damage induced by 5-fluorouridine | actives 2.3% (n = 330,000) | Potency, µM (doses to about 46.1 µM), inactives show at the top dose activity change, negative = inhibition, usual class: inhibitors; also: potency is read from the fitted curve at half-maximal effect; % is scaled to controls: 0 for no effect and ±100 for the full control effect; nearly all actives have a fitted effect of over 55% in size
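HEK293T cells expressing luciferase-tagged ELG1 (2,000/well) received 5-Fluorouridine plus compound or DMSO for 16 hr at 37 °C. Luciferase was read by ONE-Glo luminescence after 30 min at room temperature.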
ASM inhibitor – Inhibitors of Secretory Acid Sphingomyelinase (S-ASM): qHTS. Sphingomyelin phosphodiesterase (Homo sapiens), P17405. placental ASM, HMU-PC fluorogenic substrate, 60 min. Potency, µM (top dose mostly 57.5 µM), inactives show at the top dose activity change, negative = inhibition, actives largely listed as inhibitors. actives 0.006% (n = 340,000). AID 504937, 2011; also: potency is read from the fitted curve at half-maximal effect
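Fluorescence read-out (Ex 386 nm, Em 447 nm) after stopping the reaction at pH 10. Enzyme: ASM from human placenta; substrate HMU-PC0, 9 uM final; 60 min, 37 °C. Compound preincubation 10 min, ambient temperature.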
PTAP TSG101 blk – qHTS Assay for Iinhibitors of HIV-1 Budding by Blocking the Interaction of PTAP/TSG101; Tumor susceptibility gene 101 protein (Homo sapiens), Q99816; Fluorescence polarization, FITC-PTAP peptide / Tsg101 binding; Potency, µM (series often up to 115 µM), inactives show top-dose activity change, negative = inhibition, actives largely listed as inhibitors; 340,000 tested, under 10 active; AID 493005, 2010; active = well fitted inhibition curve with a large enough effect in the main read-out, with a control signal flat, not every such curve was filed as active; inconclusive = small, poorly fitted or top-dose-only effect, or effect the other way, or a change in a side signal; inactive = no such curve, though single readings can be large or run the other way; also: potency is read from the fitted curve at half-maximal effect; % of control where 0% means no effect
Target sequence (Q99816 whole entry, looked up): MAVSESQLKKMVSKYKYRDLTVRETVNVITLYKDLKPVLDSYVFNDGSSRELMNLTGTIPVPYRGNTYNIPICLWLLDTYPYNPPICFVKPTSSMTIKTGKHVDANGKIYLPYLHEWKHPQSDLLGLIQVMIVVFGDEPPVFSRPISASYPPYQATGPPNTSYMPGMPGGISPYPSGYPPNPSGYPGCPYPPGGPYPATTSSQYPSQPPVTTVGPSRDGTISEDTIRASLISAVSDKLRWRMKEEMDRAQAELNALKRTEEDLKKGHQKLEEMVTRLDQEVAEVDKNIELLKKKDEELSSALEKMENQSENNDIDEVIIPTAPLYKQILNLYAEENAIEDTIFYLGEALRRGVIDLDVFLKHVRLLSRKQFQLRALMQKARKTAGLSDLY
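Steps: Tsg101 binding domain dispensed (10 uM final), compounds pinned in DMSO, FITC-labeled PTAP-motif peptide added (50 nM final); after 20 min binding at room temperature, polarization measured.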
Mito fusion act – qHTS Assay for Small Molecule Inhibitors of Mitochondrial Division or Activators of Mitochondrial Fusion; S. cerevisiae fusion-defective mutant growth rescue, CellTiterGlo 48 h; Potency, µM (highest dose often 46.1 µM), for inactives: at the top dose growth rescue (activation), most hits filed as activators; actives 0.23% (n = 320,000); AID 485298, 2010;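 also: potency is read from the fitted curve at half-maximal effect; % of control where 0% means no effect; nearly all actives have a fitted effect of over 45% in size; temperature-sensitive fusion mutants such as fzo1-1 at 37 °C on non-fermentable ethanol glycerol medium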
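Growth-rescue viability read-out: after 48 h at the non-permissive 37C in glycerol/ethanol YPEG, yeast mitochondrial fusion mutants are measured by CellTiterGlo luminescence; compounds (23 nl pinned per well) restoring growth score as division inhibitors or fusion activators.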
Integrin act MD – qHTS for Activators of Integrin-Mediated Alleviation for Muscular Dystrophy | Potency, µM (doses to about 38.3 µM), for inactives: at the highest dose activation, usual class: activators | alpha7betagal myoblasts, beta-gal FDG fluorescence, 48 h | actives 0.064% (n = 350,000) | AID 624291, 2012;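 also: potency is read from the fitted curve at half-maximal effect; 100% = response of the positive control SU9516; nearly all actives have a fitted effect of over 60% in size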
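alpha7betagal+/- myoblasts (passage 13, 250/well) treated 48 h at 37C with compounds at 1:260 dilution of DMSO stock. Lysed, then beta-galactosidase activity read as FDG fluorescence (ex 480/em 540) after 30 min, with pre-read for autofluorescence.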
TSHR antag – Antagonists of the Thyroid Stimulating Hormone Receptor: HTS campaign. Thyrotropin receptor (Homo sapiens), P16473. TSHR-expressing cells, TSH-stimulated cAMP HTRF, 2 h; stronger effect = lower value. activity change, negative = inhibition, % at 11.5 µM. actives 0.2% (n = 330,000);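 active = activity change below a set negative limit, meaning inhibition stronger than a set level, cut at about -70% in these data; inconclusive = activity change between two set negative limits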; also: % is scaled to controls: 0 for no effect and ±100 for the full control effect
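Cell-based HTRF cAMP assay; TSHR cells + compound, TSH EC80 (4nM final), 2 h, 37 deg C. Lysis with anti-cAMP cryptate and cAMP-d2, 30 min RT, read 665/620 nm.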
A-T KAP1 phos – qHTS Assay for Identifying a Potential Treatment of Ataxia-Telangiectasia. […] A-T fibroblasts, KAP-1 phosphorylation AlphaLISA; neocarzinostatin DNA damage 30 min before lysis. Potency, µM (titrated, usually from 57.5 µM), inactives show at the top dose activation, most hits filed as activators. actives 0.19% (n = 320,000). AID 485349, 2010; also: potency is read from the fitted curve at half-maximal effect; % of control where 0% means no effect; nearly all actives have a fitted effect of over 45% in size
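ATM-like activity read as KAP-1 phosphorylation via AlphaLISA donor/acceptor antibody pairs after lysis and 6 hr at 25C. Cells were ATM-null patient fibroblasts ([…], hTERT), dosed 60 min, then exposed to the DSB inducer NCS for 30 min.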
TCR act – Activators of T cell receptors: qHTS campaign. primary human leukocytes, anti-CD3, IL-2 HTRF, 48 h. Potency, µM (titrated, usually from 9.22 µM), without a hit: at the top dose activation of IL-2 secretion, usual class: activators. 330,000 tested, under 10 active. AID 504894, 2011; also: % of control where 0% means no effect
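TCR engagement came from a-CD3 beads alone, with compounds added to primary human leukocytes for 48 hr. Secreted IL-2 bridged europium cryptate- and d2-labelled anti-IL-2 antibodies, giving FRET emission at 665nm after 320nm excitation.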
Tb PFK block – qHTS Assay to Find Inhibitors of T. brucei phosphofructokinase; ATP-dependent 6-phosphofructokinase (Trypanosoma brucei brucei), O15648; T. brucei PFK, ADP-Glo luminescence; Potency, µM (top dose mostly 57.5 µM), for inactives: at the highest dose activity, negative = inhibition, most hits filed as inhibitors; actives 0.17% (n = 330,000); AID 485367, 2010;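 also: potency is read from the fitted curve at half-maximal effect; 0% = uninhibited 1x PFK enzyme wells and -100% = no-enzyme wells; nearly all actives have a fitted effect of over 60% in size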
Target sequence (O15648 whole entry, looked up): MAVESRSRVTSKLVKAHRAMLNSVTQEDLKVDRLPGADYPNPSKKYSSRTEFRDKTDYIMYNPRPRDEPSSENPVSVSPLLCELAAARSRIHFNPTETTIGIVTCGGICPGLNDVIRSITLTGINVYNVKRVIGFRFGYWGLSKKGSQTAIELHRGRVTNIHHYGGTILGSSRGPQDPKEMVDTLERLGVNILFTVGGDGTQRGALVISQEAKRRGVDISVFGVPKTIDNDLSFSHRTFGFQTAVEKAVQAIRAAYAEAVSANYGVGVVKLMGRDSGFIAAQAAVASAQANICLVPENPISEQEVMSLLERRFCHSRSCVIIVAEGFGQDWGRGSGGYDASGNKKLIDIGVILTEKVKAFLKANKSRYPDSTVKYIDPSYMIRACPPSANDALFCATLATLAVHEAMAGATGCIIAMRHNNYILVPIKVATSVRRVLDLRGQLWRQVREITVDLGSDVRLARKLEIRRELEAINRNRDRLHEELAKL
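In TEA buffer at pH 8.0 with 5 mM MgCl2, enzyme (1.25 nM) converted F6P (0.5 mM) and ATP (0.1 mM) for 45 min at room temperature. ADP product was read by luciferase luminescence.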
An asterisk follows results filed as active; ? = inconclusive; · = not tested or not shown; [ ] = another dose, or the depositor's remark. Unless noted, calls follow the shape of the dose curve; as a rule, active = well fitted curve in the direction sought with a large enough effect; inconclusive = small, poorly fitted or top-dose-only effect, or another doubt; inactive = no such curve, though single readings can be large; an effect the other way counts as inactive or inconclusive.

SMILES	Eya2 phos inh	BCR signal inh	ELG1 repair inh	ASM inhibitor	PTAP TSG101 blk	Mito fusion act	Integrin act MD	TSHR antag	A-T KAP1 phos	TCR act	Tb PFK block
CCOc1ccc(NC(=O)CN(C)C(=O)c2ccccc2CCc2ccccc2)cc1OCC	-2%	2%	7.3µM*	0%	1%	1%	-21%	5	10%	3%	-5%
Cc1cccc(NC(=O)c2cccnc2Cl)n1	12%	?	18%	24%	-1%	0%	?	27	29%	3%	-5%
COc1cccc(CC(=O)N2CCN(c3ccccc3[N+](=O)[O-])CC2)c1	2%	?	-5%	8%	-3%	2%	4%	-7	-2%	2%	3%
Cc1csc(C(=O)NN)c1N(C)C	-16%	2%	29%	5%	5%	-5%	?	-2	38%	-1%	-1%
O=C(COc1ccc(Cl)cc1Cl)NC(=O)c1ccccc1	-17%	2%	14%	3%	3%	-1%	-4%	27	-5%	-3%	-1%
Cc1cc(C(=O)N/N=C2\CC(=O)CC(C)(C)C2)n[nH]1	9%	1%	12%	0%	-2%	4%	17%	30	7%	-4%	-3%
Cc1ccc(C(=O)CNc2ccc(C)c(Cl)c2)cc1	1%	-1%	?	1%	-2%	0%	-2%	-4	-5%	-3%[46.1 µM]	-8%
CCOC(=O)c1c(NC(=O)CSc2nnc(-c3c[nH]c4ccccc34)n2CCOC)sc2c1CCCC2	4%	0%	-27%	-9%	0%	-5%	-22%	2	?	2%	-1%
COc1ccc(C(=O)NNC(=O)CCc2nc3ccccc3c(=O)[nH]2)cc1	4%	-4%	-4%	3%	1%	·	23%	-7	-9%	1%[46.1 µM]	3%
COc1cc(Cl)c(C)cc1NC(=O)CSc1sc2c(O)cc(=O)[nH]c2c1C#N	-5%	6%	14%	-4%	-6%	-4%	19%	-4	-1%	8%	-3%
COc1ccccc1NC(=O)Nc1ccc2c(c1)nc(C)n2C	-1%	?	?	1%	-2%	-6%	0%	1	3%	-3%	-3%
CC(=O)OC(C[N+]1(C)CCCCCC1)c1ccccc1 (stereo not drawn)	-3%	0%	4%	2%	-1%	1%	0%	-7	-3%	-6%	-1%
CCOC(=O)c1ccc(N/C=C2/CCCC(C)C2=O)cc1 (stereo not drawn)	6%	?	?	7%	-17%	1%	-14%	-2	-1%	4%	1%
CCOc1ccc(NC(=O)CSc2nnc(C3CC3)n2C)cc1	11%	0%	-5%	1%	-6%	1%	7%	4	-3%	-6%	?
Cn1c(=O)c2c(SCc3ccccn3)nc(C3CC3)nc2n(C)c1=O	1%	4%	10%	1%	-4%	10%	15%	-8	4%	2%	-5%
O=C(NC1CCCCC1)C(c1ccccc1)N(C(=O)c1csnn1)C1CC1 (stereo not drawn)	4%	-3%	5%	-3%	-8%	7%	-3%	-6	-1%	4%	0%
CC(=O)c1ccc(NC(=O)N2CCN(c3ccc(C)cc3)C(C)C2)cc1 (stereo not drawn)	2%	0%	-5%	-21%	-4%	0%	18%	-9	0%	-4%	-2%
Cc1ccc(-c2nnn(CC(=O)N3C(C)CCCC3C)n2)cc1 (stereo not drawn)	-4%	3%	12%	-2%	0%	3%	-19%	-15	0%	21%	-2%
Cc1ccc(-n2[nH]c(C)c(C=Nc3ccc(Br)cn3)c2=O)cc1	3%	0%	-3%	-1%	-1%	0%	15%	-7	-9%	4%	0%
O=S(=O)(c1cccc(Cl)c1)N1CCN(S(=O)(=O)c2ccc3c(c2)OCCO3)CC1	-2%	?	21%	7%	-6%	·	·	12	-7%	2%	-3%
Cc1cccc(C(=O)NCC(C)NC(=O)c2cccc(C)c2)c1 (stereo not drawn)	12%	-12%	-14%	-3%	-1%	-5%	3%	2	-41%[inhibitor]	·	-4%
CCN(CC)C(=O)c1sc(NC(=O)c2ccoc2C)c(C(=O)OC)c1C	17%	-2%	?	0%	-14%	14%	17%	-21	-7%	-2%	-16%
COCc1cc(Sc2ccc(OC)cc2)nc(-c2ccccc2)n1	-9%	?	-15%	74%[activator]	0%	8%	-3%	2	9%	-10%	0%
CCOc1ccc(NC(=O)n2ncc3c(C)cccc32)cc1	16%	-9%	?	5%	-4%	-19%	0%	-9	0%	-3%	2%
CSc1sccc1/C=N/O	5%	?	0%	-2%	-8%	-1%	-9%	10	2%	-6%	4%
O=C(O)CCC(=O)Nc1ccc(Oc2ncnc3cc(Cl)ccc23)nc1	-2%	0%	?	0%	-7%	-2%	-13%	1	21%	-1%	-3%
CC(C)c1nccn1S(=O)(=O)c1cccc([N+](=O)[O-])c1	-6%	1%	11%	2%	-2%	-1%	3%	3	8%	-2%[46.1 µM]	1%
CC1(C)CC2CC(C)(CN2S(=O)(=O)c2ccc(N)cc2)C1 (stereo not drawn)	5%	3%	-25%	3%	-7%	4%	-4%	14	2%	3%	-2%
COc1ccc(N(C(=O)c2csnn2)C(C(=O)NC2CCCC2)c2cccs2)cc1 (stereo not drawn)	-13%	2%	16%	-1%	-2%	2%	7%	2	1%	0%	1%
Cc1nn(C)c(C)c1C1C(C#N)=C(N)OC2=C1C(=O)CC(C)(C)C2 (stereo not drawn)	4%	5%	7%	7%	-1%	-19%	2%	-3	-6%	-1%[46.1 µM]	5%
CC1(C)CC(=O)C2=C(C1)NC(SCC(=O)Nc1ccccc1)=C(C#N)C2c1ccco1 (stereo not drawn)	-8%	?	?	34%	-1%	4%	0%	-15	6%	-5%	2%
CC(=O)Nc1cccc(N/C(N)=N/c2nc(C)cc(C)n2)c1	-1%	6%	-7%	-3%	-3%	-3%	-4%	0	-4%[11.5 µM]	-3%	3%
CN(C)S(=O)(=O)c1ccc(C(=O)OCC(=O)NC(=O)NCc2ccccc2)cc1	3%[15.4 µM]	10%	-2%	-1%	-4%	4%	-20%	1	13%	-1%	2%
Cc1ccc([N+](=O)[O-])cc1S(=O)(=O)Nc1ccc(O)c(Sc2ncn[nH]2)c1	13%	-2%	2%	1%	-4%	-1%	-17%	-8	13%	9%	-10%
COC(=O)c1sccc1NC(=O)Nc1ccc(C)cc1C	6%	?	-7%	-5%	3%	-2%	-38%	-3	8%	-2%	1%
CCN(C(=O)COC(=O)c1ccccc1SCC(=O)N1CCCC1)C1CCS(=O)(=O)C1 (stereo not drawn)	-20%	?	28%	9%	0%	1%	15%	5	2%	-4%	0%
O=C(Nc1ccc(N2CCN(C(=O)c3ccccc3F)CC2)cc1)c1cncc(Br)c1	-5%	?	3.7µM*	-3%	-2%	3%	13µM*	-18	5%	-7%	-10%
Cc1ccccc1CCN(C(=O)c1csnn1)C(C(=O)NC1CCCC1)c1ccco1 (stereo not drawn)	-6%	2%	-13%	-1%	0%	11%	?	-6	6%	-10%	-7%
COc1ccc(C)cc1CN(C)c1ccc(S(=O)(=O)N2CCN(C)CC2)cn1	-30%	7%	-2%	-3%	0%	-2%	-5%	-6	-4%	-1%	0%
CC(C)(C)c1ccc(Oc2ccc(NC(=O)c3ccccc3C(=O)O)cn2)cc1	-2%	-1%	1%	15%	-5%	0%	-19%	0	-1%	-1%	3%
CCOC(=O)CN1N=C(c2ccc(Cl)s2)CSC1=O	-21%	3%	3%	-4%	-2%	-2%	-6%	13	8%	-7%[46.1 µM]	-3%
